D2 ag: D2 dopamine receptor (human) agonism; P14416; HEK293 T-REx D2 cells, calcium flux agonist mode; activation, % at 2 µM; hit rate 0.53% among 340,000;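 active means activation over 3 SD above normal in the single-dose calcium agonist read, cut at about 30% in these data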; further: 0% is about no effect
Target sequence (P14416 whole entry, looked up): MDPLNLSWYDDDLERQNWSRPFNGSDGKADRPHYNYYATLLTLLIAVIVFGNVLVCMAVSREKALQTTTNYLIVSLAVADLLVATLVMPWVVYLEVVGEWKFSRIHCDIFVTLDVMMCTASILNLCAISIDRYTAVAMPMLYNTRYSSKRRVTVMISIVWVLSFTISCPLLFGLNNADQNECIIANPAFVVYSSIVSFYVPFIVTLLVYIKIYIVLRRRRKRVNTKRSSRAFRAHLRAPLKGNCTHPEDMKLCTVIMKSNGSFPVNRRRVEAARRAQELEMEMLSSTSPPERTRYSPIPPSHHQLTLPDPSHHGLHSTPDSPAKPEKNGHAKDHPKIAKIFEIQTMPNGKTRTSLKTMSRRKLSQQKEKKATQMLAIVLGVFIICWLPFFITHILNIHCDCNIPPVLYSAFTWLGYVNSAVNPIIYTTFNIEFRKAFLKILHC
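HEK293 Trex D2 cells, tetracycline-induced, o/n 30 C 5% CO2; no-wash Ca dye, RT 30–90 min; 10-cycle baseline, 23 nl cpd added, kinetic Ca read 180 s; agonist hits = positive Ca response.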
rTrxR1 inhibitor: inhibitors of rat thioredoxin reductase 1; hit rate 1% among 390,000; AID 588453; O89049; Potency, µM (doses to about 114 µM), for the others: at the top dose activity change, negative = inhibition, actives largely listed as inhibitors; recombinant rTrxR1, NADPH fluorescence consumption, selenite substrate; further: potency means the concentration at half of the fitted maximal effect; on the % scale 0 is the no-effect control and ±100 the full control effect; nearly all actives have a fitted effect of over 65% in size
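Rat TrxR1 (90 nM in the dispensed reagent) was pre-reduced with 400 uM NADPH for 5 min at room temperature, then incubated with compound for 15 min. After 400 uM selenite was added, NADPH fluorescence (Ex 340/Em 450 nm) was followed for 8 min.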
IDH1 R132H inh: inhibitors of human mutant IDH1 R132H; O75874; IDH1-R132H enzyme, NADPH consumption, diaphorase/resazurin fluorescence; Potency, µM (series often up to 76.6 µM), without a hit: top-dose activity change, negative = inhibition, actives largely listed as inhibitors; hit rate 0.093% among 390,000; AID 602179; further: potency means the concentration at half of the fitted maximal effect; on the % scale 0 is the no-effect control and ±100 the full control effect; nearly all actives have a fitted effect of over 65% in size
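IDH1-R132H (0.5 ug/mL dispensed) in pH 7.5 Tris buffer was preincubated 30 min with compound, then given a substrate mix of 0.016 mM NADPH and 2 mM alpha-KG for 80 min at room temperature; remaining NADPH was read by diaphorase/resazurin fluorescence.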
TrxR1 substrate: is turned over as a substrate by rat TrxR1; O89049; hit rate 0.01% among 390,000; purified TrxR1 substrate turnover, NADPH consumption readout; Potency, µM (series often up to 114 µM), for inactives: at the top dose activity change, negative = substrate turnover; further: potency means the concentration at half of the fitted maximal effect; on the % scale 0 is the no-effect control and ±100 the full control effect; nearly all actives have a fitted effect of over 50% in size
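Rat TrxR1, dispensed at 90 nM, was prereduced with 400 uM NADPH (final) for 5 min at ~22 deg C, then incubated with compound 15 min before 400 uM selenite. A first-read NADPH fluorescence drop versus no-compound background flagged substrates.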
Pin1 inh: human Pin1 inhibition; Potency, µM (top dose mostly 115 µM), inactives show at the highest dose activity, negative = inhibition, most hits filed as inhibitors; AID 504891; Q13526; Pin1 FP peptide displacement, HiFluor488, 10 min; hit rate 0.009% among 390,000; active means well fitted inhibition curve with a large enough effect in the polarisation, with a control signal flat, not every such curve was filed as active; inconclusive means small, poorly fitted or top-dose-only effect, or effect the other way, or a change in a side signal; inactive means no such curve, though single readings can be large or run the other way; the % refers to the polarisation; further: potency means the concentration at half of the fitted maximal effect; on the % scale 0 is the no-effect control and ±100 the full control effect
Target sequence (Q13526 whole entry, looked up): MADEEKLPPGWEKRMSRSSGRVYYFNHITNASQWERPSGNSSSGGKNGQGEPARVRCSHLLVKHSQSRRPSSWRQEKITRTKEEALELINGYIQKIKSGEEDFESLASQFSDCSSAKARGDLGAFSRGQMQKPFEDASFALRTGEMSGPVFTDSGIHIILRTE
TRHR PAM: allosterically enhances the human TRH receptor; TRHR cells, fluo-8 calcium fluorescence, EC20 TRH enhancement; enhancement, % at 2 µM; hit rate 0.66% among 360,000; AID 493056; in the data active means enhancement above about 30%; further: 0% is about no effect
Target sequence (P34981 whole entry, looked up): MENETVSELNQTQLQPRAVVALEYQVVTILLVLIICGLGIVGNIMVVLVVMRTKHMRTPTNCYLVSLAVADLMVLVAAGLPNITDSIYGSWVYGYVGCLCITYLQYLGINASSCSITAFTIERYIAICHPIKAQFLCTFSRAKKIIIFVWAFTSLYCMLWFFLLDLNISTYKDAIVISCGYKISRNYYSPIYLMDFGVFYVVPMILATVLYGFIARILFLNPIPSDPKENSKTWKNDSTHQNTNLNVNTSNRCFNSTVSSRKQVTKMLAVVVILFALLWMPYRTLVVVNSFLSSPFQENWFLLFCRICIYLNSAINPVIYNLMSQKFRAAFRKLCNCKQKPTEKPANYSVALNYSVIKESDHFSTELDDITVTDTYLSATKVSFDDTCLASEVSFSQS
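TRHR-expressing cells loaded with fluo-8 calcium dye were read kinetically (ex 480/em 530) during compound addition, then stimulated with an EC20 of TRH (10 nM final). Enhancement of the Gq-mediated intracellular calcium response was scored.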
USP1 inh: USP1/UAF1 (human) deubiquitinase inhibition; O94782; recombinant USP1/UAF1, Ub-Rhodamine cleavage fluorescence; Potency, µM (highest dose often 57.1 µM), without a hit: at the highest dose activity change, negative = inhibition, most hits filed as inhibitors; hit rate 0.23% among 390,000; further: potency means the concentration at half of the fitted maximal effect; on the % scale 0 is the no-effect control and ±100 the full control effect; nearly all actives have a fitted effect of over 60% in size; inactives centre near -12
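1 nM enzyme complex + cpd, 15 min RT; start with Ub-Rho 150nM final; kinetic fluorescence ex 480/em 540, 6 reads q60 s. Buffer 50mM HEPES pH 7.8, 0.5mM EDTA, 0.1 mg/ml BSA, 1mM TCEP, 0.01% Tween-20.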
D2 antag: antagonizes the human D2 dopamine receptor. P14416. HEK293 TREx D2 cells, calcium flux, dopamine EC80. inhibition, % at 10 µM. hit rate 2% among 340,000. AID 485344; in the data active means inhibition above about 30%; further: 0% is about no effect
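Dopamine at EC80 is the agonist stimulus; test compounds precede it by 180 s. Calcium flux read kinetically in a force-coupled, inducible HEK293 T-REx D2 cell line.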
TRHR ag: activates the human TRH receptor | TRHR cells, calcium flux fluo-8, FDSS agonist mode | P34981 | hit rate 0.18% among 360,000 | activation, % at 2 µM; in the data active means activation above about 30%; further: 0% is about no effect
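Agonist-mode FDSS calcium read (Ex 480/Em 530, 1 s cycles) in 1536-well TRHR cells with fluo-8 dye, after 10-cycle baseline and 23 nL compound addition; TRH at EC20 (10 nM final) added afterwards for the enhancer phase.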
The depositor's hits bear a star; ? = inconclusive; / = no result given; [ ] = remark or other dose. Unless noted, the call rests on the fitted dose curve; in most records, active means well fitted inhibition curve with a large enough effect; inconclusive means small, poorly fitted or top-dose-only effect; inactive means no such curve, though single readings can be large or run the other way. Only part of the results is shown. The share of hits here may be higher or lower than overall.

SMILES	D2 ag	rTrxR1 inhibitor	IDH1 R132H inh	TrxR1 substrate	Pin1 inh	TRHR PAM	USP1 inh	D2 antag	TRHR ag
CC(=O)N(c1cccc(C)c1)S(=O)(=O)c1ccc(Cl)cc1	-0.3	9%	10%	-3%	-6%	3	-21%	1	0.8
O=C(O)c1ccc(NCc2ccc(Br)cc2)cc1	/	14%	4%	5%	-7%	2	-17%	/	-0.3
Cc1cc(=O)[nH]c(SCC(=O)NNC(=O)Cc2ccccc2)n1	/	0%[57.1 µM]	3%	-8%	2%	4	-4%	/	-0.2
CCc1ccc2c(c1)C1(NN=C(c3ccc(C)cc3)S1)C(=O)N2 (stereo not drawn)	0.2	?	-6%	-11%	?	-8	-18%	-20	-0.2
COCCNC(=O)c1cc2oc3ccccc3c2n1C	-0.5	-18%	4%	-10%	-2%	-3	-6%	-6	-0.8
CC1Cc2ccccc2N1C(=O)CSc1nc2c(c(=O)n(C)c(=O)n2C)n1Cc1ccc(F)cc1 (stereo not drawn)	/	17%	3%	10%	-12%	/	-10%	/	/
COCCOC(=O)C1=C(C)NC(=O)NC1c1c(Cl)nc2c(C)cccn2c1=O (stereo not drawn)	1.2	/	/	/	/	-8	/	1	0.9
O=C(Nc1nnc(-c2ccc(Cl)cc2)o1)c1cccc(N2C(=O)CCC2=O)c1	-0.6	-21%	8%	-19%	-7%	-1	-5%	-2	-0.1
O=C1/C(=N\S(=O)(=O)c2cccs2)C([n+]2ccc(CCCc3ccccc3)cc2)=C([O-])c2ccccc21	0.2	9%[57.1 µM]	-1%	7%[57.1 µM]	-5%	1	-7%	15	-0.2
CC1(C)CC(O)CC(C)(C)N1CC(O)COCCOc1ccc(Br)cc1 (stereo not drawn)	/	10%	3%	-2%	-6%	3	-6%	/	1.4
O=C(COC(=O)C1CCC1)NCc1ccc(F)cc1	0.0	-4%	12%	-7%	-1%	2	-11%	-2	0.1
Cc1ccccc1CNC(=O)c1ccccc1	0.3	-14%	3%	-3%	-16%	-12	-3%	-8	-0.8
COc1cccc(C(=O)NNS(=O)(=O)c2ccc(C)cc2)c1	-0.1	11%	-3%	1%	-6%	1	-18%	-10	-0.9
CC(C)N1CCN(Cc2ccoc2)CC1CCO (stereo not drawn)	9.7	6%[57.1 µM]	-4%	4%[57.1 µM]	-6%	0	-16%	7	0.8
COc1ccc(NC(=O)CN(C)C(=O)/C=C/c2ccc(S(=O)(=O)N3CCCCCC3)cc2)cc1	1.7	0%	-3%	-6%	15%	0	-6%	-13	-0.6
Cc1cccc(NC(=O)c2cc(NC(=O)c3ccco3)ccc2Cl)n1	-0.5	6%[57.1 µM]	9%	-6%[57.1 µM]	1%	3	-15%	0	-0.8
O=C(Nc1ccc(NC(=O)c2cccnc2Cl)cc1)c1cccc(Cl)c1	0.7	32%[57.1 µM]	1%	8%[57.1 µM]	6%	21	-4%	-6	-0.2
O=C(O)C(Cc1c[nH]c2ccccc12)N1C(=O)C2C3c4ccccc4C(c4ccccc43)[C@@H]2C1=O (stereo partly drawn)	-0.2	-9%	0%	-4%	-8%	1	-5%	1	-0.2
Cc1c(Nc2c3ccccc3nc3ccccc23)c(=O)n(-c2ccccc2)n1C	0.2	7%[57.1 µM]	6%	-1%[57.1 µM]	8%	1	3%	1	-1.0
CN(CC(=O)Nc1cccc(F)c1)C(=O)CCc1nc2sc3c(c2c(=O)[nH]1)CCCC3	-0.2	5%	1%	1%	80%[activator]	5	-20%	-3	0.4
CCOC(=O)/C(C#N)=C1/C=C(C)NC(c2ccccc2O)=N1	9.1	-15%	13%	0%	4%	6	-15%	12	0.2
CC(C)(C)c1ccc(OC2=CS(=O)(=O)c3ccccc32)cc1	1.1	-2%	0%	-1%	0%	-10	-9%	3	1.1
O=C(CSc1ccc(Cl)cc1)Nc1cccc(-c2nc3ncccc3o2)c1	-0.9	8%	-3%	9%	0%	-2	0%	9	2.8
Cc1ccc(C(=O)Nc2ccccc2N2CCCC2)cc1S(=O)(=O)N1CCOCC1	-0.5	8%	6%	-6%	-6%	-1	-22%	-18	-0.4
C=CCOc1ccc(-c2n[nH]c(=S)o2)cc1	0.5	3%[57.1 µM]	4%	41%	-2%	12	-18%	-1	0.2
COc1ccccc1CCC(=O)OCC(=O)Nc1c(C)nn(-c2ccccc2)c1C	-0.1	16%	13%	8%	-2%	4	-15%	9	-0.6
Cc1nc2ccccc2nc(C)c1=NOCc1ccc(Cl)cc1Cl	-0.4	9%[57.1 µM]	8%	4%[57.1 µM]	-2%	0	-12%	-4	0.2
O=C(NC(=S)Nc1cccc(Cl)c1N1CCCCC1)c1cccs1	0.6	7%	-1%	-1%	-2%	3	-19%	0	1.7
COC(=O)c1cc(Cl)c(NC(=O)c2cc(OC)c(OC)c(OC)c2)cc1OC	/	13%	6%	6%	-3%	-1	-16%	/	-0.8
O=C1N=c2ccccc2=C1c1sc(NS(=O)(=O)Cc2ccccc2)nc1O	1.1	-12%	7%	-14%	-2%	-2	-15%	-10	-0.6

The closing 3 compounds of the section before come first, to join the parts:
SMILES	D2 ag	rTrxR1 inhibitor	IDH1 R132H inh	TrxR1 substrate	Pin1 inh	TRHR PAM	USP1 inh	D2 antag	TRHR ag
O=C(NC(=S)Nc1cccc(Cl)c1N1CCCCC1)c1cccs1	0.6	7%	-1%	-1%	-2%	3	-19%	0	1.7
COC(=O)c1cc(Cl)c(NC(=O)c2cc(OC)c(OC)c(OC)c2)cc1OC	/	13%	6%	6%	-3%	-1	-16%	/	-0.8
O=C1N=c2ccccc2=C1c1sc(NS(=O)(=O)Cc2ccccc2)nc1O	1.1	-12%	7%	-14%	-2%	-2	-15%	-10	-0.6
CCN(C(=O)CN1CCN(c2ccccc2OC)CC1)c1c(N)n(Cc2ccccc2)c(=O)[nH]c1=O	0.4	10%	2%	7%	1%	-6	-16%	3	1.7
COc1ccc(Nc2ccc3c(c2)=NC2(CCCCC2)[N+]=3[O-])cc1	-0.1	-11%	9%	-4%	-8%	-8	?	4	-0.3
O=C(COC(=O)C1CC2CCCC(C1)C2=O)NNC(=O)c1ccccc1Br (stereo not drawn)	0.0	1%	4%	-11%	3%	-3	-8%	19	0.2
CC1=NN(c2ccc([N+](=O)[O-])cc2)C(=O)/C1=C\N(C)C	0.1	-50%	-1%	-10%	-3%	-1	-17%	3	0.4
COc1cc2c(cc1OC)C(C)N(C(=O)c1cc3n(n1)C(C(F)(F)F)CC(c1ccco1)N3)CC2 (stereo not drawn)	2.4	26%[11.4 µM]	4%	9%[11.4 µM]	2%	7	-11%	-22	3.4
COc1cccc(CNC(=O)CN2CCC(c3nc4ccc(C)cc4[nH]3)CC2)c1	-1.2	26%	4%	0%	-3%	1	-3%	2	-0.9
CC1CCc2cc(F)ccc2N1C(=O)CN1C(=O)c2ccccc2C1=O (stereo not drawn)	0.2	6%	6%	0%	6%	3	-17%	-4	-0.1
COc1ccc(-n2ncc3c(=O)n(Cc4c(F)cccc4Cl)cnc32)cc1	0.0	15%[57.1 µM]	1%	-3%[57.1 µM]	-18%	17	-13%	20	-0.7
CCCCCC(=O)NC(=S)Nc1ccc(Br)cc1C	-0.6	-11%	-7%	-8%	-3%	8	-16%	9	0.2
FC(F)Oc1ccc(-c2c[n+]3c(n2-c2ccccc2)CCCCC3)cc1	-3.0	18%	-1%	1%	2%	-3	-9%	1	-1.2
O=C1C(=O)N(Cc2cccnc2)C(c2ccc(Br)cc2)/C1=C(\O)c1ccc2c(c1)OCCO2 (stereo not drawn)	0.3	-29%	-9%	-16%	1%	-2	-20%	-3	-0.2
CCOC(=O)C1=CN(Cc2cccc(F)c2)S(=O)(=O)NC1c1ccccc1 (stereo not drawn)	/	21%	-2%	-1%	-6%	/	?	/	/
COc1ccc(-n2c(=O)c3c(c4cc(OC)ccc4n3C)n(C)c2=O)cc1	1.0	-36%	-11%	14%	-6%	1	-10%	/	0.7
Oc1ccc(-n2cccc2/C=N/n2cnnc2)cc1	1.2	10%	-18%	-8%	65%[activator]	-5	-1%	-1	0.6
Cc1ccc(-n2nnc3c(=O)n(Cc4ccccn4)cnc32)cc1C	0.4	24%[57.1 µM]	1%	9%[57.1 µM]	-3%	2	-14%	0	-0.6
CSc1cccc(NC(=O)CCCOc2ccc(Cl)cc2Cl)c1	1.0	-2%	2%	-1%	2%	-4	-21%	-9	0.7
COc1ccc(-c2ccc(N)[n+](CCCC(=O)O)n2)cc1	/	7%[57.1 µM]	-9%	7%[57.1 µM]	0%	/	-15%	/	/
CC(=O)NC(CCS(C)(=O)=O)C(=O)Nc1ccc2c(c1)OCCO2 (stereo not drawn)	1.7	18%[11.4 µM]	7%	11%[11.4 µM]	-6%	-2	-14%	1	0.3
CC1CC(C)(C)NC(=S)N1CCC(=O)Nc1ccc2c(c1)OCCO2 (stereo not drawn)	2.2	12%	2%	-3%	-3%	1	-21%	6	-0.5
CCOC(=O)Cn1cnc2c(nnn2-c2cccc(OC)c2)c1=O	0.1	5%[2.29 µM]	-6%	2%[57.1 µM]	1%	8	-22%	8	0.4
O=C(CNC1CCCCCC1)Nc1ccccc1N1CCCCC1	-0.8	-1%	6%	-2%	-1%	-10	-19%	11	0.2
COc1ccc(C(=O)Nc2nnc(C(F)(F)F)s2)cc1	0.3	6%	42%[activator]	-3%	4%	2	-10%	0	0.8
Cc1ccccc1NC(=O)CSc1nc2c(c(-c3ccco3)c1C#N)CCCC2	0.1	-2%	7%	0%	-6%	0	1%	-14	0.2
